FUS yeast rescue – suppressors of FUS proteinopathy in yeast; 390,000 compounds, 0.24% hits; S. cerevisiae FUS-expressing, growth rescue, OD600, 24 h; Potency, µM (series often up to 76.6 µM), for inactives: at the top dose growth rescue (activation), usual class: activators;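 further: potency means the concentration at half of the fitted maximal effect; plate controls were DMSO vehicle for no effect and reference control for full effect; nearly all actives have a fitted effect of over 55% in size; some results filed as inactive show a strong effect at the top dose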
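Compound concentration series was pinned onto galactose-induced FUS-expressing yeast seeded at OD 0.005. Plates sat 24hr at 30C; absorbance at 600 nm gave growth. DMSO served as background control.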
TDP43 rescue – rescues yeast growth from TDP-43 toxicity | TDP-43 expressing yeast growth rescue, BacTiter-Glo, 24 h | Potency, µM (series often up to 46.1 µM), inactives show top-dose growth rescue (activation), actives largely listed as activators | 410,000 compounds, 1.8% hits; further: potency means the concentration at half of the fitted maximal effect; % of control where 0% means no effect; nearly all actives have a fitted effect of over 50% in size
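In this qHTS, compounds that restore growth of yeast expressing TDP-43 appear as activators. Cells (OD600=0.02, galactose medium, raffinose-pregrown) are incubated with compound 24 hr at 30 deg C and growth is quantified by BacTiter-Glo.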
EPAC2 antag – antagonists of human EPAC2 | Q8WZA2 | EPAC2 GEF exchange of Rap1B-BODIPY-GDP, fluorescence | Potency, µM (highest dose often 114 µM), for the others: at the top dose activity, negative = inhibition, hits mostly inhibitors | 360,000 compounds, 0.18% hits; further: potency means the concentration at half of the fitted maximal effect; on the % scale 0 is the no-effect control and ±100 the full control effect; nearly all actives have a fitted effect of over 45% in size; many of its hits are not listed in these tables
D3 antag – blocks the human D3 dopamine receptor | P35462 | D3R cells, DiscoveRx beta-arrestin luminescence, antagonist mode; stronger effect = lower value | max response, negative = inhibition, % | 360,000 compounds, 2.5% hits | AID 652054; in the data active means max response below about -50%; inconclusive means no clear call, values can overlap the other calls; further: on the % scale 0 is the no-effect control and ±100 the full control effect; mostly tested at two doses, the higher about 12 µM
Target sequence (P35462 whole entry, looked up): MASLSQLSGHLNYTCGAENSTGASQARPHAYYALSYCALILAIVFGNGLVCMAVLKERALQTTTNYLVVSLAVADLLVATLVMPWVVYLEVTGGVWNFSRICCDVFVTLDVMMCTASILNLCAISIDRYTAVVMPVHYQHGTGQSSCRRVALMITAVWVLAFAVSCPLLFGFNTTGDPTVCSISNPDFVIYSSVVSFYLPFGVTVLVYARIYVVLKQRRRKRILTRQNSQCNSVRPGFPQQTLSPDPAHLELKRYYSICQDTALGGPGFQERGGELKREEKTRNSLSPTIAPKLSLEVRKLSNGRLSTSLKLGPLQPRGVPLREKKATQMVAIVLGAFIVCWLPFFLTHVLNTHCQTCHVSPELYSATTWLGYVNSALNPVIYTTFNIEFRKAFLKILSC
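Cells expressing the human receptor were seeded at 1500 cells/well, incubated overnight at 37 degrees C in 5% CO2, then exposed to library compounds with dopamine controls for 90 minutes at 37 degrees C before luminescent detection.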
aSyn yeast inh – inhibitors of alpha-synuclein toxicity in yeast. Yeast expressing alpha-synuclein, growth rescue, BacTiter-Glo, 24 h. Potency, µM (highest dose often 46.1 µM), without a hit: top-dose growth rescue (activation), most hits filed as activators. 370,000 compounds, 0.14% hits. AID 652106; further: potency means the concentration at half of the fitted maximal effect; % of control where 0% means no effect; nearly all actives have a fitted effect of over 65% in size
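Galactose-induced alpha-syn yeast (OD600=0.02, raffinose-pregrown) + pinned cpd, 24 hr, 30 deg C; growth by BacTiter-Glo luminescence. Growth restoration scores as activation.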
EPAC2 ag – activates human EPAC2 exchange factor | EPAC2 activation, biochemical qHTS; response scale: 100% = 6.5 mM cAMP response | Potency, µM (series often up to 154 µM), inactives show at the top dose activation, most hits filed as activators | AID 720711 | 360,000 compounds, 0.079% hits; further: potency means the concentration at half of the fitted maximal effect; nearly all actives have a fitted effect of over 50% in size
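Exchange assay: 100 nM EPAC2 with 250 nM Rap1B-BODIPY-GDP and 50 uM GDP. Fluorescence (ex 480/em 540 nm) read every 5 min for 30 min at room temperature. Data normalized to 6.5 mM cAMP as agonist control.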
Abeta rescue – compounds reversing amyloid beta toxicity in yeast; yeast expressing A-beta42, growth rescue, OD600, 48 h; response scale: 0% DMSO, 100% iron-clioquinol control; Potency, µM (highest dose often 46.1 µM), without a hit: at the top dose growth rescue, hits mostly activators; 410,000 compounds, 0.063% hits; AID 1347071; further: potency means the concentration at half of the fitted maximal effect; nearly all actives have a fitted effect of over 55% in size
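Yeast growth medium received pinned compounds, then yeast cells expressing toxic A-beta were added; plates incubated at 30 C for 48 hr. Growth read as absorbance at 600 nm, normalized to DMSO and equimolar FeCl3 plus clioquinol controls.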
DRD3 agonist – activates the human D3 dopamine receptor | D3R DiscoveRx beta-arrestin cells, luminescence, 90 min | 410,000 compounds, 0.58% hits | P35462 | max activation, %; in the data active means max activation above about 30%; further: 0% is about no effect; mostly tested at two doses, the higher about 12 µM
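Cells at 1500/well, incubated overnight, then treated with pinned compounds (dopamine as control) for 90 min at 37 degrees C. DiscoveRx reagent added for 30 - 60 minutes at room temperature; luminescence read.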
An asterisk follows results filed as active; ? = inconclusive; · = not tested or not shown; & = joins results of further samples; [ ] = another dose, or the depositor's remark. Unless noted, the call rests on the fitted dose curve; in most records, active means well fitted curve in the direction sought with a large enough effect; inconclusive means small, poorly fitted or top-dose-only effect, or another doubt; inactive means no such curve, though single readings can be large; an effect the other way counts as inactive or inconclusive. A portion of the library; the hit share may differ from the screen's.

The opening 4 entries (preview)
SMILES	FUS yeast rescue	TDP43 rescue	EPAC2 antag	D3 antag	aSyn yeast inh	EPAC2 ag	Abeta rescue	DRD3 agonist
O=C(O)c1ccc(N/N=C/c2ccc(-c3cc(Cl)ccc3Cl)o2)cc1	?	29%	12%	-12	-5%	2%	-4%	4
NC(=O)CSc1nnc(-c2ccc(S(=O)(=O)N3CCOCC3)cc2)n1CC1CCCO1 (stereo not given)	15%	23%	-6%	6	-1%	2%	-1%	-2
COc1cc(NC(=O)C2CC2)c(OC)cc1NC(=O)c1ccco1	4%	6%	0%	-3	-3%	4%	5%	4
COc1ccc(C(=O)N/N=C\c2coc3ccccc3c2=O)cc1	14%	21%	1%	-10	-7%	9%	-42%[inhibitor]	3

The listing, previewed entries included:
SMILES	FUS yeast rescue	TDP43 rescue	EPAC2 antag	D3 antag	aSyn yeast inh	EPAC2 ag	Abeta rescue	DRD3 agonist
O=C(O)c1ccc(N/N=C/c2ccc(-c3cc(Cl)ccc3Cl)o2)cc1	?	29%	12%	-12	-5%	2%	-4%	4
NC(=O)CSc1nnc(-c2ccc(S(=O)(=O)N3CCOCC3)cc2)n1CC1CCCO1 (stereo not given)	15%	23%	-6%	6	-1%	2%	-1%	-2
COc1cc(NC(=O)C2CC2)c(OC)cc1NC(=O)c1ccco1	4%	6%	0%	-3	-3%	4%	5%	4
COc1ccc(C(=O)N/N=C\c2coc3ccccc3c2=O)cc1	14%	21%	1%	-10	-7%	9%	-42%[inhibitor]	3
COc1ccc2nc(NC(=O)C3CCCN(S(=O)(=O)c4cccc5nonc45)C3)sc2c1 (stereo not given)	15%	-6%	-8%	-2	3%	2%	1%	0
Fc1ccc(Sc2ccccc2CNC2=NCCN2)cc1	·	-1%	12%	-21	-1%	1%	-15%	-7
CNC[C@H](Cc1ccccc1)NC[C@@H](Cc1cccc2ccccc12)NCCc1ccc(C)cc1	11%	3%	-3%	28	-46%[inhibitor]	8%	-62%[inhibitor]	-7
CC(=O)c1nn(-c2cccc(Br)c2)cc1C(=O)c1ccco1	10%	8%	0%	8	3%	4%	16%	-6
COc1cc([N+](=O)[O-])c(N2CCOCC2)c([N+](=O)[O-])c1OC	4%	?	6%	-3	-11%	1%	24%	0
O=C(COc1cccc(F)c1)N1c2ccccc2Sc2ccccc21	·	3%	2%	35	-6%	6%	-6%	-7
Cc1ccc(NS(=O)(=O)c2ccc(Cl)c(N=Nc3c(O)[nH]c(=O)[nH]c3=O)c2)cc1Cl	11%	-14%	3%	-1	-1%[1.84 µM]	14%	-9%	3
O=C(NC1CCCCC1)c1cc(-c2ccc(F)cc2)on1	5%	?	-8%	-15	-7%	10%	-3%	-7
NC1=NOC(=O)C1C1CCCCC1 (stereo not given)	-9%	-27%	4%	?	-7%	4%	-11%	-22
O=C(CSc1nnc(-c2ccncc2)n1-c1ccc(F)cc1)NNC(=O)c1cccc(O)c1	20%	-19%	6%	-16	0%	14%	-3%	-19
O=C(Nc1ccc(C(=O)O)cc1)/C(=C\c1ccco1)NC(=O)c1ccc(Br)o1	12%	-3%	1%	9	9%	4%	-10%	2
CC(=O)Nc1nn(C)c2nc3ccc(C)cc3cc12	-22%	22%	9%	18	-2%	1%	6%	0
N#CC1(NC(=O)COC(=O)CCCN=C2NS(=O)(=O)c3ccccc32)CCCCC1	9%	-19%	2%	13	-7%	1%	0%	-17
CCOCCc1nn2c(=O)cc(COC(=O)c3cccs3)nc2s1	-6%	-40%[inhibitor]	·	·	·	·	-24%	-21
NS(=O)(=O)c1ccc(CNC(=O)c2cc(-c3cccnc3)nc3ccc(Br)cc23)cc1	10%	6%	3%	-5	-6%	9%	9%	-8
CC(NC(=O)CNC(=O)C1CCCCC1)c1cccc(Cl)c1 (stereo not given)	-3%	12%	4%	-21	-2%	-1%	-9%	7
CCC(=O)N1c2ccc(S(=O)(=O)N3CCN(c4ccccc4Cl)CC3)cc2CC1C (stereo not given)	?	35µM*	-1%	1	8%	11%	-6%	0&-3
CC(c1nc2ccccc2c(=O)[nH]1)N(C)c1ccc2ccccc2c1 (stereo not given)	8%	13%	4%	13	4%	-5%	27%	4
O=C(Cc1ccc(Br)cc1)NC1CCN(Cc2ccccc2)CC1	10%	15%	27%	-4	6%	12%	8%	-13
CCN(CC)S(=O)(=O)c1ccc2nc(NC(=O)c3cccnc3)sc2c1	15%	27%[9.22 µM]	·	·	·	·	-17%	1
CC(NC(=O)c1cccnc1)c1ccc2c(c1)OCO2 (stereo not given)	4%	-12%	-1%	-11	-9%	6%	-6%	-4

The list continues.
SMILES	FUS yeast rescue	TDP43 rescue	EPAC2 antag	D3 antag	aSyn yeast inh	EPAC2 ag	Abeta rescue	DRD3 agonist
O=C(O)c1cccc(NS(=O)(=O)c2ccc3nnn(O)c3c2)c1	-7%	-5%	-1%	15	-10%	8%	-15%	-6
O=C(NCc1ccc(F)cc1)c1cc2c(=O)n3ccccc3nc2s1	-8%	1%	·	·	·	·	-21%	-20
Cc1ccc[n+](C(C(=S)NCc2ccco2)=C([O-])c2ccccc2Cl)c1	·	-18%	15%	14	9%	7%	0%	0
c1ccc(N=Nc2ccc(C3=NCCO3)cc2)cc1	-11%	12%	-16%	-2	8%	1%	0%	-3
O=c1[nH]oc(O)c1-c1ncc(C(F)(F)F)cc1Cl	34%	-29%	4%	-19	-8%	8%	-9%	-12
COc1cccc(NC(=O)Cn2c(=O)n(Cc3ccc4c(c3)OCO4)c(=O)c3oc4ccccc4c32)c1	9%	8%	·	·	·	·	-37%	-4
Cc1ccc(-c2cn3nc(N4CCC(C(=O)Nc5ccccc5C)CC4)sc3n2)cc1	21%	9%	·	·	·	·	-9%	6
OC(C#Cc1ccccc1)(c1ccccc1)c1ccccc1	14%	4%	-15%	-22	-57%[inhibitor]	9%	5%	0
COCC(C)n1c(C)cc(C(=O)COC(=O)c2cccn2C)c1C (stereo not given)	-4%	3%	-8%	6	4%	-2%	-3%	-3
CCCCc1ccc(NC(=O)C2CCN(S(C)(=O)=O)CC2)cc1	21%	-21%	6%	12	-6%	-8%	2%	-3
O=C(Cn1nnc(-c2cccc(C(F)(F)F)c2)n1)N1CCOCC1	27%	-10%	-3%	6	-2%	9%	-31%	-11
COc1ccc(CCCC(=O)N/N=C/c2ccc(C)cc2)cc1	-3%	8%	2%	7	3%	10%	-5%	1
COC(=O)c1ccccc1NC(=O)CSc1nc(O)cc(=O)n1C1CCCC1	?	0%	-6%	22	10%	9%	12%	-8
CCCc1ccc(C(O)c2ncc(-c3ccccc3C)[nH]2)cc1 (stereo not given)	-7%	15%	-16%	37	3%	-3%	-5%	-6
COc1cccc(CC(=O)OCC(=O)NC2CCCC2)c1	·	4%	7%	3	-2%	-2%	0%	-7
O=C(c1cccc2ccccc12)C1CCCN(C(=O)CCc2cnccn2)C1 (stereo not given)	9%	7%	1%	1	23%	5%	1%	13
O=C1COc2ccc(C(=O)COC(=O)CCc3ccc(S(=O)(=O)N4CCOCC4)cc3)cc2N1	-2%	0%	2%	-12	4%	10%	11%	7
CCOC(=O)C1(CC2CC2)CCN(Cc2cn[nH]c2-c2cccc(F)c2)CC1	-8%	-7%	-8%[57.1 µM]	12	6%	3%	-13%	-3
CC(C)CCNC(=O)CC1C(=O)N(Cc2ccccc2)C(C)c2nc3ccccc3n21 (stereo not given)	25%	14%	5%	17	-1%	-4%	16%	0
O=C(CN1CCN(C(=O)C2CCCO2)CC1)Nc1cc(Cl)ccc1Cl (stereo not given)	7%	20%	6%	24	1%	3%	-11%	6
CCOc1ccc2[nH]c(C)c(CN3CCN(CC)CC3)c(=O)c2c1	23%	17%	5%	30	-1%	4%	0%	-2
OCC[C@@H]1C[C@H](O)[C@@H](O)[C@@]2(OCCCc3cc(Cl)ccc32)O1	-27%	21%	8%	-22	-8%	11%	-16%	-10
Cc1ccc(NC(=O)c2csc(-c3ccccc3)c2C)cc1	14%	-6%	-4%	46	2%	2%	-9%	5
CCCCCCC(=O)Nc1ccc(Cl)cn1	-8%	-15%	-2%	-21	-7%	2%	9%	-2
O=c1c(CO)cc(CO)cc(CO)c1O	-16%	-6%	5%	-10	-15%	8%	-16%	0

Going on with the list:
SMILES	FUS yeast rescue	TDP43 rescue	EPAC2 antag	D3 antag	aSyn yeast inh	EPAC2 ag	Abeta rescue	DRD3 agonist
CCn1c(=O)c2c(nc3n2CCCN3CCc2ccccc2)n(C)c1=O	-16%	21%	9%	11	5%	-2%	12%	5
CC1=C(C(N)=O)C(c2cccc(O)c2)n2ncnc2N1 (stereo not given)	-20%	20%	·	·	3%	·	-9%	3
CC(C)c1cc(C(=O)N/N=C/c2ccoc2)c(O)c(C(C)C)c1	23%	17%	-1%	-61*	19%	-9%	8%	-18
COCCCN(C(=S)Nc1ccc(OC)cc1)C(C)c1ccncc1 (stereo not given)	8%	-24%	-7%	-4	-1%	-2%	-19%	-11
CN(Cc1cccc(Cl)c1Cl)CC(O)COc1ccccc1 (stereo not given)	-25%	10%	?	-6	1%	10%	2%	-3
Cc1nnc(C)n1/N=C/c1cccnc1	-3%	5%	10%	13	-3%	-10%	-12%	0
O=C1CCc2cc(S(=O)(=O)N3CCC(C(=O)Nc4nccs4)CC3)ccc2N1	-11%	7%	-2%	0	2%	1%	15%	0
O=c1oc2ccc(Br)cc2cc1-c1nc2ccccc2o1	-3%	-13%	-4%	-11	0%	8%	6%	0
Cc1ccc(S(=O)(=O)N2CCN(Cc3ccccc3Cl)CC2)cc1	18%	-5%	·	·	·	·	-2%	-28
CCOC(=O)c1c(C)oc2ccc(N(C(=O)Oc3ccccc3)S(=O)(=O)c3ccc(CC)cc3)cc12	26%	-5%	·	·	·	·	-4%	-1
O=C(NC1=NCCS1)C1CC(=O)N(c2ccc(F)cc2)C1 (stereo not given)	-13%	11%	10%	5	0%	-1%	-5%	2
O=C(CN1CCN(C(C(=O)Nc2cc(C(F)(F)F)ccc2Cl)c2ccccc2)CC1)NC1CC1 (stereo not given)	-13%	9%	-26%	-12	0%	-1%	-4%	9
CCOC(=O)C1CCN(C(=O)c2ccc3c(Cl)c4c(nc3c2)CCCC4)CC1	-8%	-2%	10%	-14	-20%	9%	-31%	3
CC1CN(S(=O)(=O)c2cccc(C(=O)NCC(c3cccs3)N3CCOCC3)c2)CC(C)O1 (stereo not given)	-4%	-13%	4%	-11	4%[1.84 µM]	-5%	-8%	-15
COc1ccccc1N1CCN(C(=O)CCC(=O)N2CCN(c3ccc(F)cc3)CC2)CC1	25%	20%	6%	11	16%	15%	7%	8
